U2OS ROS induce: cancer cell ROS induction; ROS induction (% of piperlongumine), % at 10 µM; 46,000 tested, 2% active; U2OS ROS induction, H2DCF-DA fluorescence; in the data active = ROS induction above about 79%, passing the limit was not always enough; inconclusive = no clear call, values can overlap the other calls;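 also: 0% = DMSO vehicle median and 100% = reference compound median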
* marks the source's active call; other numbers are inactive results; ? = inconclusive.

SMILES	U2OS ROS induce
Cc1ccc(S(=O)(=O)Nc2ccc3c(c2)C(=O)N([C@H](C)CO)C[C@H](C)[C@@H](CN(C)S(=O)(=O)c2c(C)noc2C)OCCCC[C@@H](C)O3)cc1	12.4
C[C@H]1CN([C@@H](C)CO)C(=O)Cc2cc(NC(=O)Nc3ccccc3)ccc2O[C@@H]1CN(C)C(=O)Nc1ccc(C(F)(F)F)cc1	39.7
Cc1cc(Br)ccc1NC(=O)CCN1C(=O)c2ccccc2S1(=O)=O	18.6
Cc1noc(C)c1NC(=O)Nc1cccc2c1O[C@H](CN(C)S(=O)(=O)c1ccccc1)[C@@H](C)CN([C@H](C)CO)C2=O	5.2
COc1ccc(-c2noc(N(C)CC(=O)Nc3cccc(OC)c3)n2)cc1	0.7
CNC[C@H]1Oc2ccc(NC(=O)CCC(F)(F)F)cc2CC(=O)N([C@@H](C)CO)C[C@H]1C	0.4
COc1ccc(NC(=O)N(C)C[C@@H]2Oc3ccc(NS(=O)(=O)c4ccccc4)cc3CC(=O)N([C@H](C)CO)C[C@@H]2C)cc1	?
Cc1ccc(S(=O)(=O)Nc2ccc3c(c2)C(=O)N([C@H](C)CO)C[C@@H](C)[C@H](CN(C)S(=O)(=O)c2cn(C)cn2)O3)cc1	-9.3
CC(C)NC(=O)Nc1ccc2c(c1)C(=O)N([C@@H](C)CO)C[C@@H](C)[C@@H](CN(C)S(=O)(=O)c1ccc(Cl)cc1)O2	-9.2
CC1CCCCN1CCCNC(=O)Cn1cccc1C(=O)c1ccccc1 (stereo unspecified)	8.3
CC1(C)CC[C@]2(C(=O)O[C@@H]3O[C@H](CO)[C@@H](O)[C@H](O)[C@H]3O)CC[C@]3(C)C(=CCC4[C@@]5(C)C[C@@H](O)[C@H](O)[C@](C)(CO)C5CC[C@]43C)C2[C@@H]1O (stereo partly specified)	-16.9
c1cncc(-c2nc3ccc4ccccc4c3c3c2CCCC3)c1	27.5
C[C@@H]1CN([C@@H](C)CO)C(=O)c2cccc(NC(=O)Nc3ccccc3)c2O[C@H]1CN(C)Cc1ccncc1	-3.3
COc1ccc(N2CCC(CNS(=O)(=O)c3cccc(C(F)(F)F)c3)C2)cc1 (stereo unspecified)	-0.7
C[C@H](CO)N1C[C@H](C)[C@@H](CN(C)Cc2ccccc2)Oc2ccc(NC(=O)Nc3ccc(C(F)(F)F)cc3)cc2C1=O	10.0
C[C@H]1CN([C@@H](C)CO)C(=O)Cc2cc(NC(=O)Nc3ccc(C(F)(F)F)cc3)ccc2O[C@H]1CN(C)Cc1ccncc1	16.4
O=C(Cn1c(=O)c2cccn2c2ccccc21)N1CCCCC1	-11.5
CSc1oc(-c2ccccc2)nc1S(=O)(=O)c1ccccc1	?
C[C@H](CO)N1C[C@H](C)[C@H](CN(C)Cc2ccc(C(=O)O)cc2)Oc2ccc(N(C)C)cc2C1=O	1.7
O=C(C1=CCN(S(=O)(=O)c2ccccc2)CC1)N1CCCCC1	17.0
COc1ccc(S(=O)(=O)N(C)C[C@@H]2Oc3ccc(NC(=O)C4CC4)cc3CC(=O)N([C@H](C)CO)C[C@H]2C)cc1	3.4
C=CCNC(=O)CN1N=C(c2ccccc2)CCC1=O	-11.1
CC(C)(O)C1Oc2cc3occ(-c4ccc(O)cc4)c(=O)c3c(O)c2C1O (stereo unspecified)	4.0
C[C@H]1CN([C@@H](C)CO)C(=O)c2cc(NC(=O)CCN3CCOCC3)ccc2O[C@H]1CN(C)Cc1ccc(C(=O)Nc2ccccc2N)cc1	-2.8
COc1ccc2c(c1)c(CC(=O)N1CCOCC1)c(C)n2C(=O)c1ccc(Cl)cc1	-3.7
Next section
SMILES	U2OS ROS induce
O=C(CSc1ccc([N+](=O)[O-])cn1)N1CCc2ccccc21	-9.3
C[C@@H]1CN([C@@H](C)CO)C(=O)c2cc(NS(=O)(=O)c3ccccc3)ccc2O[C@@H]1CN(C)Cc1ccc(-c2ccccc2)cc1	33.3
COc1ccc(CN(C)C[C@H]2Oc3c(NS(C)(=O)=O)cccc3C(=O)N([C@H](C)CO)C[C@H]2C)cc1	-5.3
C[C@@H]1CCCCO[C@@H](CN(C)C)[C@@H](C)CN([C@H](C)CO)C(=O)c2cc(NC(=O)Nc3ccc(C(F)(F)F)cc3)ccc2O1	4.6
CNC[C@H]1Oc2c(N)cccc2C(=O)N([C@@H](C)CO)C[C@H]1C	1.5
COc1ccc(S(=O)(=O)N(CC(N)=O)c2ccc(F)cc2)cc1	-2.9
Cc1nccc(-c2cccc(NC(=O)Nc3ccccc3)c2)n1	-5.4
C[C@@H]1CN([C@H](C)CO)C(=O)c2cccc(NC(=O)C3CC3)c2O[C@H]1CN(C)C(=O)Nc1ccc(C(F)(F)F)cc1	-8.0
O=C(CSc1nc2c(c(=O)n1Cc1ccco1)C1(CCCC1)Cc1ccccc1-2)c1cccs1	8.9
Cc1noc(C)c1NC(=O)N(C)C[C@@H]1Oc2ccc(NC(=O)Nc3cccc4ccccc34)cc2C(=O)N([C@H](C)CO)C[C@H]1C	-10.4
C[C@@H]1CN([C@@H](C)CO)C(=O)c2cc(NC(=O)Cc3cn(C)c4ccccc34)ccc2O[C@H]1CN(C)C(=O)Nc1cccc2ccccc12	33.0
FC(F)(F)c1ccccc1N=C1CCCc2ccccc21	3.5
C[C@@H]1CN([C@H](C)CO)C(=O)c2cc(NC(=O)Nc3cccc4ccccc34)ccc2O[C@@H]1CN(C)S(=O)(=O)c1ccc(Cl)cc1	0.6
COc1ccc(NC(=O)N(C)C[C@@H]2Oc3ccc(NC(=O)CCC(F)(F)F)cc3CC(=O)N([C@H](C)CO)C[C@H]2C)cc1	3.1
COc1ccccc1NC(=O)C1=C(C)Nc2nnnn2C1c1ccccn1 (stereo unspecified)	1.1
O=c1c(O[C@@H]2O[C@H](CO)[C@H](O)[C@H](O)[C@H]2O)c(-c2cc(O)c(O)c(O)c2)oc2cc(O)cc(O)c12	-2.6
CN(CCC#N)C(=O)c1cc2c(s1)-c1ccccc1S(=O)(=O)C2	0.1
CC(C(=O)Nc1ccccc1Cl)N(c1ccc(Cl)cc1)S(C)(=O)=O (stereo unspecified)	-0.2
C[C@H]1CN([C@@H](C)CO)C(=O)c2cccc(NS(C)(=O)=O)c2O[C@@H]1CN(C)C(=O)Nc1cccc2ccccc12	-1.4
CNC[C@H]1Oc2ccc(NC(=O)Cc3cn(C)c4ccccc34)cc2CC(=O)N([C@H](C)CO)C[C@H]1C	2.8
COc1ccc(S(=O)(=O)Nc2ccc3c(c2)C(=O)N([C@@H](C)CO)C[C@@H](C)[C@H](CN(C)C(=O)Nc2ccccc2)O3)cc1	1.3
C[C@@H]1CN([C@@H](C)CO)C(=O)CCCn2nncc2CO[C@@H]1CN(C)S(=O)(=O)c1ccc(Oc2ccccc2)nc1	-1.7
COC(=O)CCCCCCC(=O)N/N=C/c1c(O)ccc2ccccc12	19.4
COc1ccc(NC(=O)C(=O)NCc2cccnc2)cc1OC	-30.8
CC(C)NC(=O)Nc1cccc2c1O[C@H](CN(C)Cc1ccc(-c3ccccc3)cc1)[C@H](C)CN([C@H](C)CO)C2=O	6.0

Sorted by heavy-atom count (rising): some entries from above
SMILES	U2OS ROS induce
CC(C(=O)Nc1ccccc1Cl)N(c1ccc(Cl)cc1)S(C)(=O)=O (stereo unspecified)	-0.2
COc1ccccc1NC(=O)C1=C(C)Nc2nnnn2C1c1ccccn1 (stereo unspecified)	1.1
CC(C)NC(=O)Nc1cccc2c1O[C@H](CN(C)Cc1ccc(-c3ccccc3)cc1)[C@H](C)CN([C@H](C)CO)C2=O	6.0
C[C@@H]1CCCCO[C@@H](CN(C)C)[C@@H](C)CN([C@H](C)CO)C(=O)c2cc(NC(=O)Nc3ccc(C(F)(F)F)cc3)ccc2O1	4.6
C[C@@H]1CN([C@@H](C)CO)C(=O)c2cc(NS(=O)(=O)c3ccccc3)ccc2O[C@@H]1CN(C)Cc1ccc(-c2ccccc2)cc1	33.3
C[C@@H]1CN([C@@H](C)CO)C(=O)c2cc(NC(=O)Cc3cn(C)c4ccccc34)ccc2O[C@H]1CN(C)C(=O)Nc1cccc2ccccc12	33.0

Next section:
SMILES	U2OS ROS induce
CCOC(=O)c1cncc(C#CCOC(=O)c2c(-c3ccccc3)noc2C)c1	25.8
C[C@@H]1CN([C@@H](C)CO)C(=O)c2cc(NC(=O)CCC(F)(F)F)ccc2O[C@@H]1CN(C)Cc1ccc(C(=O)O)cc1	-6.8
COc1ccc(Br)cc1S(=O)(=O)Nc1ccc(Cl)cn1	-7.0
CCN(CC)CCN1Cc2c(sc(C)c2C)N(C(=O)c2ccccc2)C1	40.7
C[C@@H]1CN([C@H](C)CO)C(=O)Cc2cc(NC(=O)Cc3cn(C)c4ccccc34)ccc2O[C@H]1CN(C)C(=O)Nc1cccc2ccccc12	3.2
C[C@@H]1CN([C@@H](C)CO)C(=O)c2cc(NC(=O)C3CCCCC3)ccc2O[C@H]1CN(C)S(=O)(=O)c1cn(C)cn1	-20.3
CSc1sc(NC(=O)N2CCOCC2)c(-c2ccc(Cl)cc2)c1C#N	2.2
COC(=O)CSc1nnc(-c2sc3ccccc3c2Cl)n1-c1ccccc1	14.3
O=C(O)CCN=C1CCCc2ccccc2N1	-1.6
O=C(Nc1ccc(Cl)cc1)c1csc(COc2ccc3nonc3c2)n1	-3.3
O=C(O)CCC(=O)N1N=C(c2cccs2)CC1c1ccco1 (stereo unspecified)	-4.6
C[C@@H]1CN([C@@H](C)CO)C(=O)c2cc(NC(=O)c3ccncc3)ccc2O[C@@H]1CN(C)S(=O)(=O)c1cn(C)cn1	-7.4
CS(=O)(=O)c1ccc([C@@H](O)[C@@H](CF)NC(=O)C(Cl)Cl)cc1	-13.4
CC(C)NC(=O)N(C)C[C@H]1Oc2c(NC(=O)c3ccncc3)cccc2C(=O)N([C@H](C)CO)C[C@@H]1C	-11.8
C[C@H]1CN([C@@H](C)CO)C(=O)Cc2cc(NC(=O)Cc3cn(C)c4ccccc34)ccc2O[C@H]1CN(C)Cc1ccc2c(c1)OCO2	0.7
COc1ccc(NC(=O)N(C)C[C@H]2Oc3c(NC(=O)Nc4ccccc4)cccc3C(=O)N([C@@H](C)CO)C[C@@H]2C)cc1	-8.3
C[C@@H]1CN([C@H](C)CO)C(=O)c2cc(NC(=O)C3CCCCC3)ccc2O[C@@H]1CN(C)S(=O)(=O)c1ccccc1	8.2
C[C@H]1CN([C@@H](C)CO)C(=O)c2cc(NC(=O)CCCN(C)C)ccc2O[C@H]1CN(C)C	-14.3
COC(=O)CCCCCCC(=O)N/N=C/c1ccc(S(=O)(=O)O)o1	-6.3
Cc1noc(C)c1NC(=O)Nc1cccc2c1O[C@@H](CN(C)S(=O)(=O)c1ccc(Cl)cc1)[C@@H](C)CN([C@H](C)CO)C2=O	31.1
COc1ccccc1NC(=O)CSc1nc2ccccc2o1	13.5
CCOc1ccccc1C(=O)Nc1ccc(S(=O)(=O)Nc2nc(C)cc(C)n2)cc1	21.0
O=C(Nc1c(F)cccc1F)C1CN(S(=O)(=O)c2ccccc2)CCN1S(=O)(=O)c1ccccc1 (stereo unspecified)	-3.9
Cc1ccc(-n2nnnc2-c2cnn(-c3ccccc3)c2C)cc1	3.9
C[C@H](CO)N1C[C@H](C)[C@@H](CN(C)C(=O)C2CC2)OCc2cn(nn2)CCCC1=O	?

An excerpt of these results, field by field.
O=C(Nc1c(F)cccc1F)C1CN(S(=O)(=O)c2ccccc2)CCN1S(=O)(=O)c1ccccc1 (stereo unspecified)
  U2OS ROS induce: -3.9

Cc1ccc(-n2nnnc2-c2cnn(-c3ccccc3)c2C)cc1
  U2OS ROS induce: 3.9

(further entries)
SMILES	U2OS ROS induce
CCOC(=O)N1CCC(n2c(SCc3ccc(F)cc3Cl)nc3ccsc3c2=O)CC1	?
Cc1ccc(OCC(O)CNc2ccc(Br)c(C(F)(F)F)c2)cc1C (stereo unspecified)	4.8
Cc1ccc2c(c1)c1nc3ccccc3nc1n2CC(=O)N(c1ccccc1)C(C)C	-7.7
Cc1noc(C)c1NC(=O)Nc1cccc2c1O[C@H](CN(C)Cc1ccccc1)[C@H](C)CN([C@@H](C)CO)C2=O	27.0
C[C@H](CO)N1C[C@H](C)[C@H](CN(C)Cc2ccc(C(=O)O)cc2)Oc2c(NS(=O)(=O)c3ccccc3)cccc2C1=O	-9.9
O=C(NO)c1cccc(C(=O)N/N=C/c2ccc(-c3ccccc3)c(F)c2)c1	3.5
COC(=O)CCCCCCC(=O)N/N=C/c1cc(Br)c(O)c(Br)c1	41.1
COC(=O)[C@@]1(CCS(=O)(=O)c2ccccc2)N=C(c2ccc(OCCCO)cc2)O[C@H]1c1ccccc1	18.1
CC(C)NC(=O)Nc1ccc2c(c1)C(=O)N([C@H](C)CO)C[C@@H](C)[C@@H](CN(C)Cc1ccc3c(c1)OCO3)O2	5.2
Cc1noc(C)c1S(=O)(=O)N(C)C[C@@H]1Oc2ccc(NC(=O)Nc3ccc4c(c3)OCO4)cc2CC(=O)N([C@H](C)CO)C[C@@H]1C	3.8
Cc1cc(Cc2cccs2)c(=O)[nH]n1	-10.4
C[C@@H]1CN([C@H](C)CO)C(=O)Cc2cc(NS(C)(=O)=O)ccc2O[C@@H]1CN(C)C(=O)NC1CCCCC1	-11.4
CO[C@H]1O[C@H](CO)[C@@H](OC(=O)CCc2ccccc2)[C@H](OC(=O)c2cc3ccccc3[nH]2)[C@H]1OC(=O)c1cc2ccccc2[nH]1	10.2
Cc1noc(C)c1S(=O)(=O)Nc1ccc2c(c1)CC(=O)N([C@@H](C)CO)C[C@@H](C)[C@@H](CN(C)S(=O)(=O)c1cccs1)O2	50.9
O=C(Nc1cccc2ccccc12)c1cc2ccccc2oc1=O	11.4
C[C@H]1CN([C@@H](C)CO)C(=O)Cc2cc(NC(=O)Nc3ccccc3)ccc2O[C@H]1CN(C)C(=O)Nc1ccccc1	-2.8
COc1ccc(CN(C)C[C@@H]2Oc3ccc(NS(C)(=O)=O)cc3CC(=O)N([C@H](C)CO)C[C@H]2C)cc1	-12.7
C[C@@H]1CN([C@@H](C)CO)C(=O)c2cccc(NS(=O)(=O)c3ccc(Cl)cc3)c2O[C@H]1CN(C)Cc1ccc(C(=O)O)cc1	-9.1
C[C@H](CO)N1C[C@H](C)[C@H](CN(C)C(=O)Nc2ccccc2)Oc2c(NC(=O)C3CC3)cccc2C1=O	-10.6

A portion of the library; rates above refer to the full screens.
